Compound activity from PubChem BioAssay.
TRb SRC2 PPI: TRbeta-SRC2 interaction inhibition | P10828 | TRbeta-SRC2 peptide binding, fluorescence polarization; receptor liganded with 1 µM T3 | Potency, µM (top dose mostly 106 µM), for the others: at the highest dose activity change, negative = inhibition, hits mostly inhibitors | 280,000 compounds, 0.065% hits | AID 1469;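 further: plate controls were bound peptide for no effect and peptide without receptor for full effect; nearly all actives have a fitted effect of over 50% in size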
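Compounds were added to 0.6 uM TRb ligand-binding domain and 20 nM Texas Red-labeled SRC2 peptide in Tris buffer containing 1 uM T3, incubated 5 hr at ambient temperature, then read by fluorescence polarization.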
L3MBTL1 inh: L3MBTL1 (human) inhibition. Q9Y468. AlphaScreen L3MBTL1–H3K9me1 peptide binding. Potency, µM (highest dose often 57.1 µM), for the others: top-dose activity, negative = inhibition, usual class: inhibitors. 230,000 compounds, 0.66% hits; further: nearly all actives have a fitted effect of over 60% in size
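AlphaScreen proximity signal between nickel-chelate acceptor and streptavidin donor beads (final 10 ug/mL) reports binding of 50 nM L3MBTL1 to 75 nM biotin-H3 K9me1 peptide; complex incubated with compounds 30 min at room temperature; cefsulodin titration as control.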
Tau FP inhib: blocks human tau fibril formation measured by polarization; K18 P301L tau heparin fibrillization, Alexa594 FP, 6 h; Potency, µM (doses to about 57.7 µM), inactives show top-dose activity, negative = inhibition, most hits filed as inhibitors; 280,000 compounds, 0.39% hits; further: nearly all actives have a fitted effect of over 55% in size
Target sequence (P10636 561-689 P618L limits assumed): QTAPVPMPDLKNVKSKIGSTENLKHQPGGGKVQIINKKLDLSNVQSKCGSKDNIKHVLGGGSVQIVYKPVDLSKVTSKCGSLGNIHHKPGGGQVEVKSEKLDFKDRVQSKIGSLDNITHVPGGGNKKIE
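K18 P301L tau (15 uM unlabeled/0.24 uM Alexa 594-labeled, final) + compound + heparin 20 uM final; 100 mM NaOAc pH 7; 6 hr 37 C; ThT 30 uM final added, 1 hr RT; FP ex 555/em 632 nm.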
ALDH1A1 inh: blocks purified human ALDH1A1 activity; P00352; Purified ALDH1A1, NADH fluorescence, propionaldehyde substrate; Potency, µM (titrated, usually from 75.3 µM), inactives show top-dose activity, negative = inhibition, most hits filed as inhibitors; 220,000 compounds, 7.3% hits; active means well fitted inhibition curve with a large enough effect, not every such curve was filed as active; inconclusive means small, poorly fitted or top-dose-only effect, or another doubt; inactive means no such curve, though single readings can be large or run the other way;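 further: plate controls were no enzyme wells and a reference inhibitor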
Target sequence (P00352 whole entry, looked up): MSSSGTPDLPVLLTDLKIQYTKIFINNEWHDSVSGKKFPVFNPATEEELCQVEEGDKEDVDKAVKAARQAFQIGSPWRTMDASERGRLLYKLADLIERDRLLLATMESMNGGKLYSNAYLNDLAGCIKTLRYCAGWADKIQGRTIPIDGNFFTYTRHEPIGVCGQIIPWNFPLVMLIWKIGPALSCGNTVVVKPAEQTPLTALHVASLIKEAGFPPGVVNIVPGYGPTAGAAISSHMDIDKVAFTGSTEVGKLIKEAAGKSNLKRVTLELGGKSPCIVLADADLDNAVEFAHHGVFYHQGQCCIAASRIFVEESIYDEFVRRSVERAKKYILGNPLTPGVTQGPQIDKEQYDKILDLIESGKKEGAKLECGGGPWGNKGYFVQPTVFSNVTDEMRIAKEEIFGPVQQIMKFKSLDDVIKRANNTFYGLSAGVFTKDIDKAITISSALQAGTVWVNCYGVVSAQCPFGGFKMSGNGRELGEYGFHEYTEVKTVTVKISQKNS
aGal spleen mod: inhibits or activates alpha-galactosidase in human spleen homogenate. Potency, µM (titrated, usually from 80 µM), inactives show top-dose activity change, negative = inhibition, usual class: inhibitors. human spleen homogenate, 4MU-alpha-Gal fluorescence, 40 min. 240,000 compounds, 0.008% hits. AID 2107;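 further: 0% = enzyme with vehicle and -100% = no enzyme basal signal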
Target sequence (P06280 32-429 limits assumed): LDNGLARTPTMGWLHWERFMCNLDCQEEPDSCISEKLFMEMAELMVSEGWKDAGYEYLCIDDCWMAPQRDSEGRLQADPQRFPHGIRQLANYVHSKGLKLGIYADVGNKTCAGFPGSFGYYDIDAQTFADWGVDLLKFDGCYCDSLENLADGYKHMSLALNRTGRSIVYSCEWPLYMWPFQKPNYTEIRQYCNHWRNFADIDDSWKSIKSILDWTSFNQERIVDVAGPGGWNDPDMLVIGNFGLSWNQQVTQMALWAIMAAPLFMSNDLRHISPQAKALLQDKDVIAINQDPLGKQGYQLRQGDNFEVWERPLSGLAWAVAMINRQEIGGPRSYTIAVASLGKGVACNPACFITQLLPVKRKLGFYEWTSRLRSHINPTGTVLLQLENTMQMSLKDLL
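Fluorogenic readout (Ex 365/Em 440 nm) of 4-methylumbelliferone released from 1 mM 4-MU-alpha-galactoside by spleen homogenate, 40 min at 37C, pH 5.0. Data normalized to no-enzyme and enzyme controls; Hill-equation AC50 from compound titrations.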
TR SRC2 fluor cs: alters Texas Red total fluorescence, flagging assay interference | TRb/SRC2 Texas Red total fluorescence interference | Potency, µM (highest dose often 106 µM), for inactives: at the highest dose fluorescence change, negative = quenching | 280,000 compounds, 0.29% hits; active means well fitted curve in either direction with a large enough effect; inconclusive means small, poorly fitted or top-dose-only effect
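Human TRb ligand-binding domain at 0.6 uM with 20 nM Texas Red SRC2 peptide in Tris buffer containing 1 uM T3 and 5% DMSO, incubated with compound 5 h at ambient temperature. Total fluorescence (555/632 nm) calculated as parallel + 2 × perpendicular.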
Tau fibril ThT: tau fibrillization inhibition (ThT binding). P10636. recombinant tau K18 P301L, heparin-induced fibrillization, ThT fluorescence. Potency, µM (highest dose often 57.4 µM), for inactives: top-dose activity, negative = inhibition, hits mostly inhibitors. 270,000 compounds, 2.1% hits; further: nearly all actives have a fitted effect of over 55% in size
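K18 P301L tau (15 uM + 0.24 uM Alexa 594-tagged), heparin 20 uM, NaOAc pH 7, 6 h 37 C; ThT 30 uM, 1 h RT, ex 450/em 510 nm.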
Tau fluor cs: counter-screen for tau fibril formation inhibitors | 280,000 compounds, 0.93% hits | Potency, µM (top dose mostly 57.7 µM), inactives show top-dose activity change, negative = decrease | tau K18 P301L Alexa594 fluorescence, heparin fibrillization; further: nearly all actives have a fitted effect of over 55% in size
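Human tau K18 P301L (15 uM unlabeled, 0.24 uM Alexa 594-labeled) in 100 mM sodium acetate pH 7 with 20 uM heparin, 6 hr at 37 C. ThT 30 uM added, 1 hr ambient; Alexa 594 FP and total fluorescence read at 555/632 nm.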
* hit, by the source's call; ? = inconclusive; . = not tested or not shown; & = joins results of further samples; [ ] = remark or other dose. Unless noted, the call rests on the fitted dose curve; in most records, active means well fitted curve in the direction sought with a large enough effect; inconclusive means small, poorly fitted or top-dose-only effect, or another doubt; inactive means no such curve, though single readings can be large; an effect the other way counts as inactive or inconclusive. Unless noted, on the % scale 0 is the no-effect control and ±100 the full control effect; potency means the concentration at half of the fitted maximal effect. This is a subset; the hit share may differ from the screen's.

smiles,TRb SRC2 PPI,TR SRC2 fluor cs,aGal spleen mod,Tau fluor cs,ALDH1A1 inh,Tau fibril ThT,Tau FP inhib,L3MBTL1 inh
Cc1ccc(N2C(=O)/C(=C/c3ccc(CN(CCC#N)S(C)(=O)=O)o3)C(=O)NC2=S)cc1C,10.5%,4.8%,2.6%,-25.7%,20µM*,17.8µM*,?,?
O=C(CN1CCCC1=O)Nc1ccccc1,-17.7%,-1.6%,5.1%,-6.0%,2.8%,-15.6%,2.2%,.
CCOc1cc(C(=O)N2CCC3(CC2)OCCO3)cc(OCC)c1OCC,-10.2%,0.3%,-5.9%,-0.7%,-13.7%,-2.8%,6.7%,-0.4%
C[C@H]1CC[C@@H]2[C@@H](C)[C@H]3[C@H](C[C@H]4[C@@H]5CC=C6C[C@@H](O[C@@H]7O[C@H](CO)[C@H](O)[C@H](O[C@@H]8O[C@H](CO)[C@@H](O)[C@H](O)[C@H]8O)[C@H]7O[C@@H]7O[C@@H](C)[C@H](O)[C@@H](O)[C@H]7O)CC[C@]6(C)[C@H]5CC[C@]34C)N2C1,-2.0%,-9.9%,-4.0%,-5.5%,-5.1%,-13.3%,-8.7%,0.7%
CCCN1CCC[C@@H]2Cc3cn[nH]c3C[C@H]21,-1.8%,2.5%,17.0%,-4.5%,1.8%,-3.7%,-2.3%,.
COC(=O)C(O)(c1c(C)[nH]n(-c2ccccc2)c1=O)C(F)(F)F (stereo unspecified),.,-1.0%,-13.5%,-12.6%,?,?,-14.4%,-0.6%
Cc1cc(OC(=O)c2cccs2)c2c3c(c(=O)oc2c1)CCCC3,0.1%,-4.5%,5.7%,-24.3%,12.6µM*,?,-2.3%,-3.0%
CC1CC(OC(=O)c2ccccc2)(c2ccccc2)C(C)CN1C (stereo unspecified),-6.4%,-3.6%,8.1%,-17.5%,.,-11.4%,-13.0%,-28.5%
CN1CC=C2C(C#N)=C(N)C(C#N)(C#N)C(c3ccncc3)C2C1 (stereo unspecified),-23.6%,12.1%,8.4%,-17.2%,?,?,?,-13.1%
O=c1[nH]c(=S)n(CCC2=CCCCC2)c(O)c1C=NCCCn1ccnc1,1.9%,5.7%,-1.5%,-4.3%,-4.8%,-7.4%,6.2%,.
CN1C2CCC1C(COC(=O)c1ccccc1)C(O)C2 (stereo unspecified),4.5%,-1.7%,1.9%,0.4%,9.4%,-0.7%,-3.8%,-1.3%
N#CC1=C(N)Oc2c(c(=O)sc3ccccc23)C1c1cccnc1 (stereo unspecified),-3.6%,-1.2%,-7.8%,-1.8%,8.1%,-1.9%,-5.2%,-9.0%
CCN(CC)C(=O)c1ccc(NC(=O)c2cc(-n3cnnc3)ccc2Cl)cc1,6.8%,1.8%,4.0%,-8.6%,25.1µM*,-11.6%,-3.0%,.
CCc1ccc(CN2CCCC(C(=O)c3sccc3C)C2)o1 (stereo unspecified),7.4%,5.3%,10.9%,-10.5%,-1.2%,-16.9%,-9.6%,-7.6%
CC1(C)C(=O)C=C[C@@]2(C)C1CC(O)[C@]1(C)C2CC[C@@]2(C)C(c3ccoc3)OC(=O)C3O[C@]312 (stereo partly specified),-1.9%,-0.9%,-11.3%,-10.2%,-3.1%,?,-11.5%,.
COc1ccc(NC(c2ccccc2F)P(=O)(Oc2ccccc2)Oc2ccccc2)cc1 (stereo unspecified),4.5%,-4.4%,-1.4%,-23.8%,?,-13.0%,?,?
COc1cc(O)c(C(=O)O)c(-c2cc(O)c(O)cc2C)c1,-7.0%,-5.5%,2.9%,?,.,25.1µM*,?,.
Brc1ccc(Oc2ccc(Br)cc2Br)c(Br)c1,2.6%,-2.2%,-4.9%,.,?,.,.,61.5%[activator]
O=C1C=C2C=C[C@H]3C[C@@]2(O1)[C@H]1CCCCN31,2.9%[53 µM],7.8%[53 µM],9.6%[29.1 µM],.,0.4%[20.9 µM],.,.,.
Cc1ccc2cccc(OC(=O)N(C)c3ccccc3)c2n1,9.4%,1.7%,6.3%,1.5%,8.7%,-5.4%,0.4%,-1.4%
O=C1NC(=O)C(Cc2cccs2)C(=O)N1,-1.8%,-5.6%,21.0%,-9.2%,-11.9%,-24.2%,-12.2%,.
CN1C[C@@H](NS(=O)(=O)N(C)C)C[C@@H]2c3cccc4c3c(cn4C)C[C@H]21,3.1%,0.1%,6.2%,-9.4%,?,-5.4%,-3.2%,.
CCCCCSc1cc(OC)c(CCNC)cc1OC,-6.4%,-4.1%,-8.3%,-23.7%,3.2%,-16.8%,9.1%,.
N[C@@H](Cc1c[nH]c2ccccc12)c1nnc(SCc2ccc(Cl)cc2)o1,-6.5%,-6.6%,0.7%,?,?,?,?,-4.6%
CN1CCN(c2ccc3nccnc3c2)CC1,-3.1%,-2.0%,35.5µM*,0.4%,11.6%,1.2%,-10.5%,-2.6%
C=CC(=C)C,-2.2%,0.2%,-1.7%,.,17.1%,.,.,.
O=NN1CCCCC1,-4.3%,-1.9%,8.8%,.,-15.6%,.,.,-1.8%
CCC1(CC)C(=O)C=CNC1=O,2.9%,-1.1%,1.0%,-2.0%,-9.8%,-2.3%,3.1%,-6.0%
CCN1CCN(c2ccc([N+](=O)[O-])cc2C=C2C(=O)NC(=O)NC2=O)CC1,1.8%[53 µM],0.1%[53 µM],5.7%,-3.6%,-1.1%,?,-12.0%,3.3%
COc1cc2c(cc1OC)CC[N+](C)=C2,-4.1%,-0.2%,?,4.0%,?,1.0%,4.4%,2.3%
CCn1c(O)c(/C=N/NC(=O)c2ccncc2)c(=O)n(CC)c1=S,-24.4%[53 µM],?,-3.4%,-7.5%,?,-8.4%,1.8%,38.4%[activator]
Cc1oc(-c2cccs2)nc1CSCC(=O)N1CCC2(CC1)OCCO2,-1.2%,-1.4%,7.6%,-1.4%,?,?,-0.7%,3.6%
CC1(C)CC(=O)c2cc(OCC(=O)N3CCN(Cc4ccccc4)CC3)ccc2O1,4.4%,-0.6%,19.0%,-2.0%,?,2.5%,1.4%,.
CC(C)(O)[C@@H]1[C@H]2OC(=O)[C@@H]1[C@]1(O)C[C@H]3O[C@]34C(=O)O[C@H]2[C@@]14C (tested in a mixture with another compound),2.1%,-1.5%,11.7%,1.2%,8.5%,1.7%,2.3%,.
Oc1ccc2[nH]cc(CCCCN3CC=C(c4ccccc4)CC3)c2c1,-1.0%,-1.8%,7.0%,-27.9%,-4.4%,?,2.6%,.
Cc1ccc2nc(SCC(=O)N/N=C/c3ccco3)cc(C)c2c1,3.9%,0.3%,7.0%,-20.4%,-10.2%,?,-8.6%,.
CCOC(=O)C1=C(C)OC(N)=C(C(=O)OCC)[C@@]12C(=O)N(CC(N)=O)c1ccccc12,-4.5%,-1.3%,4.4%,-18.2%,10.6%,?,?,.
CCCCCc1cc(O)c2c(c1)OC(C)(C)[C@@H]1CCC(C(=O)O)=C[C@H]21,-2.8%&-3.4%,0.6%&-0.3%,-2.7%&8.5%,-3.0%,-4.5%,-7.2%,-6.1%,.
CC1CN(c2ccccc2)NC1=O (stereo unspecified),-1.7%,-0.8%,2.5%,-1.0%,1.7%,2.1%,-0.8%,?
c1cc(OCC2CO2)cc(OCC2CO2)c1 (stereo unspecified),4.1%[201 µM],-3.6%[201 µM],16.9%,.,?,.,.,.
CCC(=NCC1CCCO1)c1c(O)[nH]c(=O)[nH]c1=O (stereo unspecified),-1.7%,1.8%,2.1%,-2.6%,-6.4%,-6.6%,-3.7%,0.5%
NC(Cc1nc2ccccc2[nH]1)c1ccc(Cl)cc1 (stereo unspecified),1.8%,-0.7%,-1.8%,-12.1%,.,-7.5%,-1.9%,-8.1%
COc1ccccc1OCC#CCN1CCCC1,-6.5%,3.1%,-4.3%,4.4%,-8.5%,-2.3%,6.5%,-6.2%
Cc1ccc(N2C(=O)NC(=O)C(CCc3ccccn3)(Cc3cccc(Cl)c3Cl)C2=O)cc1 (stereo unspecified),-5.6%,-4.0%,0.9%,-11.6%,-13.8%,-10.7%,-10.8%,-2.7%
CCOC(=O)C(O)(c1ccc(NC(=O)Oc2ccccc2)cc1)C(F)(F)F (stereo unspecified),0.7%,-0.7%,-7.2%,4.4%,13.0%,5.8%,3.1%,9.8%
CCC1(C)CC(=O)NC(=O)C1,-1.7%[53 µM],-0.5%[53 µM],19.8%[29.1 µM],.,4.2%[20.9 µM],.,.,.
CCOC(=O)C(O)(c1ccc(NC(=O)NC)cc1)C(F)(F)F (stereo unspecified),-0.4%,-1.3%,-4.5%,-1.8%,.,-1.5%,2.1%,3.6%
CN(CCc1nnc(N)s1)[N+](=O)[O-],1.7%,-1.3%,-1.0%,4.2%,-13.8%,-2.6%,3.6%,13.8%
CCC(Cl)[N+](=O)[O-] (stereo unspecified),6.6%,2.5%,10.7%,.,?,.,.,.
CN(CCCC(=O)c1cccnc1)N=O,-11.8%,-2.2%,4.8%,2.1%,4.5%,-0.9%,4.6%,.

The results go on:
smiles,TRb SRC2 PPI,TR SRC2 fluor cs,aGal spleen mod,Tau fluor cs,ALDH1A1 inh,Tau fibril ThT,Tau FP inhib,L3MBTL1 inh
Cc1cc(OC(=O)N(C)C)nc(-c2ccc(C)c(Cl)c2)n1,1.4%,-3.3%,-5.9%,-23.5%,.,-12.8%,-5.2%,18.9%
O=P(O)(O)Cc1ccccc1OP(=O)(c1ccccc1)c1ccccc1,-0.3%,-2.2%,5.5%,-1.4%,7.2%,0.4%,-3.3%,2.0%
C[N+]1(CC(COCc2ccccc2)OC(=O)Cc2ccccc2)CCOCC1 (stereo unspecified),-3.2%,-1.0%,0.4%,4.9%,1.9%,0.4%,6.8%,5.9%
CCc1ccccc1NC(=O)c1cccn(Cc2ccccc2F)c1=O,-0.6%,8.6%,.,-15.0%,.,5.0%,-8.0%,.
Cc1cccc(-n2c(/C=C/c3ccccc3O)nc3ccccc3c2=O)c1,0.7%,4.7%,.,?,.,-12.2%,-7.0%,.
